M5 ag: human M5 muscarinic receptor agonists, primary screen, CHO-K1 cells, Fluo-8 calcium fluorescence | Muscarinic acetylcholine receptor M5 (Homo sapiens), P08912 | CHO-K1 hM5 cells; 0% DMSO wells, 100% maximal acetylcholine response | AID 624037, 2012 | 0.19% of 360,000 active | activation, % at 3 µM;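 active = activation above the run's mean over test compounds plus 3 SD, cut at about 23% in these data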;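 note: signal is peak over basal fluorescence ratio across the kinetic read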
Target sequence (P08912 whole entry, looked up): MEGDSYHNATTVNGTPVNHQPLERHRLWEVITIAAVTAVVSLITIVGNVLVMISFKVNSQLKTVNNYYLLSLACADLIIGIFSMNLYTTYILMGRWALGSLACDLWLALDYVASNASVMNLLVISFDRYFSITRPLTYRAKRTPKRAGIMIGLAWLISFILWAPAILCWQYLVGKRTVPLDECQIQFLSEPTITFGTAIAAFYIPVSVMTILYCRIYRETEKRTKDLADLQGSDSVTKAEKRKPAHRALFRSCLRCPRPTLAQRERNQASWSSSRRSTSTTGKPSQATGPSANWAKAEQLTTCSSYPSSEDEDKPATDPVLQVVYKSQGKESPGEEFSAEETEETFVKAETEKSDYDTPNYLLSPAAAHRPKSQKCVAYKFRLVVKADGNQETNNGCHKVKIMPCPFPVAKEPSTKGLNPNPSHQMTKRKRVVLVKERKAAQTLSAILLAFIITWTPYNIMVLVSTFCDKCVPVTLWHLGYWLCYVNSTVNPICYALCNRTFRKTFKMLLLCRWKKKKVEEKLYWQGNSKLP
CHRM1 agonist: human M1 muscarinic receptor agonists, primary screen, Fluo-8 calcium fluorescence, CHO-K1 cells, HTS | Muscarinic acetylcholine receptor M1 (Homo sapiens), P11229 | CHO-K1 hM1, agonist mode; 0% DMSO, 100% acetylcholine EC100 | activation, % at 3 µM | 0.33% of 360,000 active | AID 588814, 2011;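 active = activation above the run's mean compound activation plus 3 SD, cut at about 16% in these data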;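 note: peak over basal fluorescence ratio within a 140 s kinetic read after compound addition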
M5 antag: human M5 muscarinic receptor antagonists, primary screen, CHO cells, Fluo-8 calcium fluorescence | Muscarinic acetylcholine receptor M5 (Homo sapiens), P08912 | CHO-hM5 cells, ACh EC80 | inhibition, % at 3 µM | 0.59% of 360,000 active;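 active = inhibition above a per-plate cutoff, the mean of that plate's test compounds plus 3 SD, cut at about 27% in these data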;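 note: 0% = acetylcholine EC80 with DMSO and 100% = DMSO without agonist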
CHRM4 antagonist: human M4 muscarinic receptor antagonists, primary screen, CHO cells, Fluo-8 calcium fluorescence. Muscarinic acetylcholine receptor M4 (Homo sapiens), P08173. CHO-hM4 cells, ACh EC80. inhibition, % at 3 µM. 0.73% of 360,000 active. AID 624125, 2012;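 active = inhibition above its plate's cutoff, the mean inhibition of sample wells plus 3 SD, cut at about 27% in these data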;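 note: 0% = acetylcholine EC80 with DMSO and 100% = DMSO without agonist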
TAAR1 agonist: human TAAR1 agonists, primary screen, Fluo-8 calcium fluorescence, CHO RD-HGA16 cells | Trace amine-associated receptor 1 (Homo sapiens), Q96RJ0 | vehicle wells 0%, saturating PEA agonist 100% | activation, % at 3 µM | 0.99% of 360,000 active;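 active = activation above the mean activation of all test compounds in the run plus 3 SD, cut at about 38% in these data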
Target sequence (Q96RJ0 whole entry, looked up): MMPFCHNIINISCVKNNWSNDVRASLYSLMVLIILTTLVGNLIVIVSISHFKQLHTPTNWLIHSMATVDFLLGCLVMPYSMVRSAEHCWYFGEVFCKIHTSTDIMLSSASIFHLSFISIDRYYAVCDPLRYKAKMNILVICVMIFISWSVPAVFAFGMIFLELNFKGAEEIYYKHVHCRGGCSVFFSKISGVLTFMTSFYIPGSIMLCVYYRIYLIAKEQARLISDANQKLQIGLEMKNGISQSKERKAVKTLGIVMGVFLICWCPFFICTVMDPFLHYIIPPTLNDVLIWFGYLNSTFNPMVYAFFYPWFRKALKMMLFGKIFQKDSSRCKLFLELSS
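Test system: RD-HGA16 (CHO) cells co-expressing Gα16 and hTAAR1 / Benchmarks: DMSO vehicle as 0%, PEA at EC100 as 100% / Repeats: no replicates (n 1) / Measure: % activation from peak over basal fluorescence ratio, DMSO-to-PEA scaled / Timing: 17-24 h plating, Fluo-8 75 min 37 °C, 30 min RT / Technique: kinetic Fluo-8 calcium fluorescence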
CHRM5 PAM: human M5 muscarinic receptor positive allosteric modulators, primary screen, CHO-K1 cells, Fluo-8 calcium fluorescence. Muscarinic acetylcholine receptor M5 (Homo sapiens), P08912. 0.3% of 360,000 active. CHO-K1 hM5, ACh EC20 PAM; 0% = ACh EC20, 100% = ACh EC100. activation, % at 3 µM;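 active = activation above the run cutoff, the mean activation of all test compounds plus 3 SD, cut at about 18% in these data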
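Assay system: CHO-K1 hM5 cells. Also added: acetylcholine at EC20 concentration, added after compound. Dosing: 3 µM, single dose. Times: compound preincubation 140 s before EC20 acetylcholine addition. Signal: Fluo-8 calcium fluorescence. Measure: % activation relative to EC20 and EC100 ACh responses. Repeats: singlicate, one well per test compound.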
M4 ag: human M4 muscarinic receptor agonists, primary screen, CHO-K1 cells, Fluo-8 calcium fluorescence | Muscarinic acetylcholine receptor M4 (Homo sapiens), P08173 | CHO-K1 hM4/Gqi5; vehicle 0%, full acetylcholine response 100% | activation, % at 3 µM | 0.14% of 360,000 active | AID 624127, 2012;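 active = activation above the run mean over all test wells plus 3 SD, cut at about 32% in these data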;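 note: peak over basal fluorescence ratio per well then scaled between controls; 0% = DMSO wells and 100% = acetylcholine at EC100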
CHRM1 antagonist: human M1 muscarinic receptor antagonists, primary screen, CHO-K1 cells, Fluo-8 calcium fluorescence, 1536-well; CHO-K1 hM1, ACh EC80 antagonist; AID 588852, 2011; 1.3% of 360,000 active; Muscarinic acetylcholine receptor M1 (Homo sapiens), P11229; inhibition, % at 3 µM;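 active = percent inhibition above its own plate's cutoff, namely the mean of that plate's compound wells plus 3 SD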;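 note: peak over basal fluorescence ratio during 140 s after agonist addition; 0% = ACh EC80 plus DMSO and 100% = DMSO alone without agonist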
CHRM1 PAM: human M1 muscarinic receptor positive allosteric modulators, primary screen, CHO-K1 cells, Fluo-8 calcium fluorescence, 1536-well; 0.088% of 360,000 active; Muscarinic acetylcholine receptor M1 (Homo sapiens), P11229; CHO-K1 hM1, ACh EC20; 0% = ACh EC20, 100% = maximal ACh; activation, % at 3 µM; in the data active = activation above about 19%, passing the limit was not always enough
Numbers without * were called inactive; x = not tested or not shown. Only part of the results is shown; rates above refer to the full screens.

smiles	M5 antag	CHRM1 antagonist	M4 ag	CHRM4 antagonist	M5 ag	CHRM5 PAM	TAAR1 agonist	CHRM1 PAM	CHRM1 agonist
COc1ccc(CNC(=O)C2CCCN(C(=O)Nc3ccccc3OC)C2)cc1 (stereo unspecified)	1.1	-2.7	1.7	11.7	-2.8	1.2	1.1	6.2	-4.3
COc1ccc(/C=C/C(=O)OCc2cc(=O)n3c(n2)sc2ccccc23)cc1	-2.7	-15.3	-0.1	-10.3	-0.2	0.1	3.9	9.0	-0.7
Cc1ccc(C)c(N(CC(=O)NC2CCCC2)C(=O)CCC(=O)Nc2cc(C)on2)c1	8.7	-5.9	0.8	-9.9	-2.4	-4.1	8.4	8.4	1.0
CN(C(=O)COC(=O)CN1C(=O)c2ccccc2C1=O)c1c(N)n(Cc2ccccc2)c(=O)[nH]c1=O	-6.6	7.0	0.8	6.6	4.0	0.3	0.7	-2.2	0.8
CCn1cc(CN2CCCC(C(=O)Nc3ccc(-c4nc5ccccc5[nH]4)cc3)C2)c(C)n1 (stereo unspecified)	6.3	9.1	1.4	-6.2	-5.0	-10.2	1.4	-3.2	-6.2
CC(C)(C)Cc1nnc(NS(=O)(=O)Cc2ccccc2)s1	6.9	-6.6	1.2	-14.4	-1.4	-9.5	5.5	4.4	-1.3
CCc1nn(C(C)C(=O)NCc2cccc(Cl)c2)c(=O)c2cc3occc3n12 (stereo unspecified)	-2.8	-12.3	0.9	6.5	-6.5	3.6	-4.0	3.5	-3.7
CC(C)CC(=O)c1c(O)c(C=O)c(O)c2c1O[C@@]1(C)[C@@H](C2)C[C@H]2C[C@@H]1C2(C)C	-3.3	-8.0	0.1	2.7	2.3	9.8	1.3	10.4	-3.6
Cc1cccc(C)c1-n1nnnc1C1(Nc2ccccc2)CCCCC1	4.0	-16.0	-1.9	4.7	-6.3	-1.1	-2.2	3.9	-5.3
Cc1cccc(CSc2ccc3nnc(-c4cccs4)n3n2)c1	2.5	-5.2	0.8	-7.1	-0.8	-2.9	1.7	7.9	-6.9
COc1ccc(N(CC(=O)NCCSCc2ccco2)S(=O)(=O)c2ccccc2)cc1OC	3.3	-13.6	8.9	-5.0	-1.6	-4.6	2.6	8.3	-3.9
COc1cc(OC)cc(C(=O)Nc2cccc(NC(=O)c3ccccc3)c2)c1	9.0	3.1	10.7	-2.9	-1.7	-4.3	8.6	-2.4	-6.6
COc1cc(CNCCN2CCOCC2)ccc1OCc1ccc(Cl)cc1Cl	1.7	9.8	12.4	3.6	-4.7	1.3	9.3	-7.8	-4.6
CCOC(=O)c1ccc(CSc2nnc(C)n2N)o1	3.7	-20.5	0.1	-1.1	-0.2	2.8	0.7	2.9	-1.2
O=C(COC(=O)Cc1ccc(Cl)cc1)Nc1ccc(OC(F)F)cc1	8.7	-17.2	-1.9	-2.6	-4.1	-9.5	0.0	3.7	-5.8
CC(C)(C)OC(=O)CNC(=O)c1nc[nH]c1C(=O)N1CCNCC1	-0.6	-0.4	0.1	-2.3	-0.3	13.2	-0.1	6.1	-3.4
COc1cccc(C2(O)CCN(C(=O)C(C)C)CC2)c1	2.8	-4.3	1.0	0.0	-1.2	2.3	-2.2	1.0	-2.9
Cc1oc2c(c(C)cc3oc(=O)c(CC(=O)NCCC(=O)O)c(C)c32)c1C	10.2	-4.2	1.6	0.9	-0.4	1.4	13.5	9.2	0.5
COCC(=O)NNC(=O)Cc1ccc(Cl)cc1	-4.8	-2.3	0.3	3.5	-2.3	3.2	3.6	6.9	-0.5
CN1C(=S)SC(/[N+]([O-])=C\c2ccc(Cl)cc2)C1(C)C (stereo unspecified)	-2.3	0.3	0.7	7.3	-1.3	-2.5	9.2	-1.4	-2.5
CCOC(=O)N/N=C/C(Cl)=C/c1ccccc1	6.9	2.4	2.0	2.8	0.8	5.5	3.7	3.6	-0.7
Cc1csc(NC(=O)CSc2ccc([N+](=O)[O-])cn2)n1	6.7	-2.2	1.6	1.6	-3.2	-4.3	0.3	6.8	-3.5
Cc1c(C(=O)C(=O)N2c3ccccc3CC2C)c2ccccc2n1C (stereo unspecified)	6.7	9.4	-0.2	-3.6	-2.3	1.9	2.2	-0.8	-3.4
Cc1ccc(S(=O)(=O)N2CCCC2CNC(=O)C(=O)NC2CCCC2)cc1 (stereo unspecified)	5.0	-4.8	2.9	0.0	1.9	-5.1	1.4	3.6	-5.2
C#CCN(C[C@@H]1[C@@H](OC(=O)NC2CC2)[C@@H](OC(=O)NC2CC2)Cn2c(=O)ccc(=O)n21)S(=O)(=O)c1ccc(C)cc1	-3.1	-13.7	1.1	-12.3	2.2	-1.1	-0.3	7.5	-1.8
O=C(Nc1cccc(C(=O)Nc2cccc(C(F)(F)F)c2)c1)c1ccc(=O)[nH]c1	15.8	0.2	1.2	12.9	-3.5	-3.5	2.5	0.6	3.0
O=S(=O)(Nc1ccc2[nH]ncc2c1)c1ccccc1Cl	3.0	-3.6	2.8	-2.1	1.6	5.3	0.8	3.5	-5.8
COc1ccccc1N1CCN(C(c2ccc(Cl)cc2)c2nnnn2C(C)(C)C)CC1 (stereo unspecified)	1.6	-52.5	0.0	-1.7	-0.8	2.0	-0.5	10.0	-1.1
O=C(COC(=O)/C=C/c1ccc(Cl)cc1)NCCN1C(=O)CSC1=O	-8.9	14.2	10.2	-16.1	3.7	0.1	3.6	-2.7	-2.3
COc1cc(C2OCC3C(c4ccc(OC5OC(CO)C(O)C(O)C5O)c(OC)c4)OCC23)ccc1O (stereo unspecified)	3.4	0.1	0.4	-3.2	1.2	-4.5	0.1	1.8	0.2
Cc1cc2nc[nH]c2cc1[N+](=O)[O-]	5.6	-7.3	2.5	0.3	-2.0	-6.5	0.4	3.5	-3.5
COc1cccc(NC(=S)N2CCc3cc(OC)c(OC)cc3C2COc2ccc3c(C)cc(=O)oc3c2)c1 (stereo unspecified)	3.2	13.4	1.4	19.2	-1.9	-4.4	1.5	-6.7	-8.0
CCOC(=O)[C@@H]1[C@H]2COc3cc(OC)ccc3[C@H]2N2C(=O)N(c3cccc(Cl)c3)C(=O)[C@]12C	11.0	-14.2	-0.1	-1.4	2.2	-4.2	x	3.3	-2.6
O=c1[nH]c2cc3c(cc2cc1C(c1nnnn1Cc1ccccc1)N1CCN2CCCC2C1)OCCO3 (stereo unspecified)	-2.9	10.5	1.4	8.6	-0.9	-2.3	-1.1	-8.8	-9.4
C/C(=N\NC(=O)C1(C)CC1(Br)Br)c1cccc(NC(=O)C(C)(C)C)c1 (stereo unspecified)	14.3	5.0	7.4	4.8	-0.4	-13.1	4.3	-2.2	-4.5
COc1cccc2c(N/N=C/c3ccc(O)c(O)c3)cc(C)nc12	13.7	-0.6	0.2	5.0	-1.3	-4.5	0.9	-3.1	-3.0
COc1cc(/C=C/C(=O)c2ccc(Cl)s2)cc(OC)c1O	1.0	-7.2	1.9	4.1	-2.6	-2.7	x	5.5	-3.3
O=C(Nn1c(C2CCCCC2)nc2ccccc2c1=O)c1ccc(Cl)c([N+](=O)[O-])c1	1.8	3.9	8.1	2.1	5.7	-13.3	0.5	-6.1	-3.7
COc1ccc(OC)c(S(=O)(=O)N2CCC(C(=O)NC3CCCCCC3)CC2)c1	5.5	-13.6	3.6	-10.2	-1.7	-2.0	0.1	15.9	-2.2
CN(C)CCCN(C(=O)c1sc2ccccc2c1Cl)c1nc2ccc(F)cc2s1	-3.1	-12.9	4.7	-2.6	-6.2	-2.0	8.7	15.8	1.7
CN(C)S(=O)(=O)c1ccc(NC(=O)CSc2nnnn2C)cc1	3.9	-9.4	0.2	-1.3	3.1	3.0	1.9	3.2	-4.1
Cn1cccc1Cc1nnc(SCC(N)=O)n1-c1ccc(F)cc1	-4.6	-9.9	-0.3	-5.1	1.7	3.3	1.0	4.3	-2.8
CSCCC(NS(=O)(=O)c1ccc(Cl)cc1)C(=O)OCC(=O)N1CCOCC1 (stereo unspecified)	-3.8	-14.2	0.6	-0.6	-4.9	4.3	1.8	11.8	-1.4
O=C(CNC(=O)COc1ccccc1)NCCc1ccccn1	13.4	16.3	13.5	5.2	2.5	-11.0	1.9	0.4	-0.7
CN(Cc1ccccc1)S(=O)(=O)c1ccc(NC(=O)c2ccccc2C(=O)O)cc1	-7.1	-17.4	1.8	-8.1	2.9	5.6	3.2	16.4	-2.5
O=C(CN1C(=O)c2cccc3cccc1c23)Nc1ccc(S(=O)(=O)N2CCOCC2)cc1	-2.1	-34.5	1.6	-0.6	2.3	-2.8	15.4	2.0	-2.5
COc1ccc(CNC(=O)CCCn2ncn3c(cc4occc43)c2=O)cc1	2.6	-6.0	3.9	-6.0	-1.9	1.0	2.4	4.8	-1.1
CCCCOc1ccc(C(=O)N2CCNC(=O)C2CC(=O)OC(C)C)cc1 (stereo unspecified)	4.0	-12.7	-0.1	-1.8	0.1	-6.5	1.8	5.8	-3.4
Nc1nnc(SCC(=O)NC2CCCCC2)n1-c1ccccc1	2.0	-8.6	0.6	8.2	-1.6	3.6	7.2	3.4	-3.1
c1ccc(-c2ccccc2OCCCN2CCCCCC2)cc1	23.5	20.5	11.1	-2.8	-6.9	-14.8	11.6	-26.1	-8.8
CC(C)COC(=O)C(C#N)c1nc2ccccc2nc1N1CCN(Cc2ccccc2)CC1 (stereo unspecified)	6.4	9.5	-0.5	5.4	-3.2	4.4	4.5	-6.3	-4.9
COc1nc(NCCO)nc(Nc2ccc([N+](=O)[O-])cc2)n1	8.6	-15.4	1.9	-1.9	1.5	-0.4	-0.6	17.1	0.1

Looked up above:
For M5 antag, `O=S(=O)(Nc1ccc2[nH]ncc2c1)c1ccccc1Cl` shows 3.0
For CHRM1 antagonist, `COc1cccc(C2(O)CCN(C(=O)C(C)C)CC2)c1` shows -4.3

From PubChem BioAssay
